Screening data from PubChem.
RAM inhibit: inhibitors of the yeast RAM network, primary screen, dse1pr::URA3 reporter, 5-FOA selection; S. cerevisiae dse1pr::URA3 reporter, 5-FOA growth OD615, 2 d; analog-sensitive cbk1-as2 kinase mutant strain; inhibition, % at 50 µM; 190,000 tested, 1.8% active; AID 868, 2007;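 active = inhibition above a set limit, 3 SD over mean compound inhibition, cut at about 8.4% in these data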;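 also: 0% = DMSO-only wells with no growth and 100% = 10 µM 1-NA-PP1 full growth; inhibition rescues growth on 5-FOA so higher OD means more RAM inhibition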
APP 5'UTR act: activators of APP 5'UTR luciferase reporter, primary screen, SH-SY5Y cells; AID 1276, 2008; SH-SY5Y APP 5'UTR luciferase reporter, luminescence; zero percent = DMSO vehicle wells; 190,000 tested, 1% active; activation, % at 2 µM;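 active = activation above a set limit, based on mean plus 3 SD of controls, cut at about 140% in these data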; also: values of inactives mirror those of a sister screen read the other way
Hsp70 activator: Hsp70 transcriptional activators, primary screen, cell-based, HeLa, Hsp70 promoter luciferase, luminescence, 10 µM; HeLa Hsp70 promoter luciferase reporter; scaled: vehicle 0, proteasome-inhibitor control 100%; activation, % at 10 µM; 200,000 tested, 0.04% active; AID 1203, 2008;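 active = activation above the mean across all tested compounds plus 3 SD, cutoff set per campaign, cut at about 5.5% in these data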;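 also: 100% = MG132 at 30 µM as the positive control and 0% = DMSO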
NF-kB expr up: activators of NF-kB expression in neurons, primary screen, cell-based, HTS. human neuronal cells, NF-kB reporter expression; active compounds read high. fold change at 12.5 µM. 190,000 tested, 1.6% active; in the data active = fold change above about 3.3
STAT1 inh: STAT1 signaling inhibitors, primary screen, cell-based, HTS, luciferase reporter; NIH 3T3 STAT1-luciferase reporter, IFN-gamma, luminescence; inhibition, % at 5.5 µM; 200,000 tested, 0.35% active;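 active = inhibition above a set limit, the mean inhibition across all tested compounds plus 3 SD, cut at about 34% in these data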;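 also: 0% = IFN-gamma with DMSO and 100% = IFN-gamma with 300 µM nifuroxazide; values of inactives mirror those of a sister screen read the other way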
STAT1 act: STAT1 signaling activators, primary screen, cell-based, HTS, luciferase reporter; NIH 3T3 STAT1-luciferase reporter, IFN-gamma, luminescence; 100% = IFN-gamma alone, no compound; activation (% of control), % at 5.5 µM; 200,000 tested, 2.6% active; AID 932, 2007;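 active = activation above the screen-wide mean activation plus 3 SD, cut at about 130% in these data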;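 also: raw ratio to IFN-gamma control signal so 100% means no change and 0% no light; values of inactives mirror those of a sister screen read the other way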
STAT3 activator: IL-6 driven STAT3 reporter potentiators, primary screen, U3A cells, luciferase, luminescence, MLSCN library; 190,000 tested, 0.91% active; activation (% of control), % at 5.6 µM; IL-6 STAT3-luciferase reporter; 100% = signal with IL-6 EC80 alone;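 active = activation above the screen-wide mean of compound activation plus 3 SD, cut at about 130% in these data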;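 also: 0% = background luminescence of wells with medium and substrate only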
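Detection: reporter luminescence signal / Assay system: STAT1-lacking human U3A cells, STAT3 luciferase reporter / Incubation: compound pre-incubation 1 h before IL-6, then 6 h stimulation at 37 °C / Control set: IL-6-only high control / Read-out: % activation relative to IL-6 control / Probe or stimulus: Interleukin-6, 33 ng/mL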
FLuc inhib CS: firefly luciferase enzyme inhibitors, primary screen, artefact control for luciferase-based inhibitor screens, biochemical, luminescence, ATPLite; AID 1006, 2008; inhibition, % at 10 µM; Luciferin 4-monooxygenase (Photinus pyralis), P08659; 200,000 tested, 1.5% active; 10 min;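 active = inhibition above about 50% when tested at 10 µM, limit read from the data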
Target sequence (P08659 whole entry, looked up): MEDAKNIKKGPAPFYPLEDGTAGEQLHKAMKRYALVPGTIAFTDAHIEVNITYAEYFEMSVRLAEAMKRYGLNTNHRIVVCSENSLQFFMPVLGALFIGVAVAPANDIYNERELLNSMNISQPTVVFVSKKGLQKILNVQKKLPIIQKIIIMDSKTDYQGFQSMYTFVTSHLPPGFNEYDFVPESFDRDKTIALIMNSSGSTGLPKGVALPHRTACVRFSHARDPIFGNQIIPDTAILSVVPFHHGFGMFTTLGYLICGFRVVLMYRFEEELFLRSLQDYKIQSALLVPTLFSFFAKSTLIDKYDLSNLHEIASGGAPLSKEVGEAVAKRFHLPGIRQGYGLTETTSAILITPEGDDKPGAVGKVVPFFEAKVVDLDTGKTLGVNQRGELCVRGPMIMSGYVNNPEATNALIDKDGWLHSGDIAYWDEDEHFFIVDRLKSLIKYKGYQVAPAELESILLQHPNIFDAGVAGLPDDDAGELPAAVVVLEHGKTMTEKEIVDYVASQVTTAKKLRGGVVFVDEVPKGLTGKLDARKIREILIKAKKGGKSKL
STAT3 blocker: IL-6 driven STAT3 reporter inhibitors, primary screen, U3A cells, luciferase, luminescence, MLSCN library; IL-6 STAT3-luciferase reporter; host cell line lacks STAT1; inhibition, % at 5.5 µM; 190,000 tested, 0.89% active;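 active = inhibition above the mean inhibition across all screened compounds plus 3 SD, cut at about 44% in these data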;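 also: 0% = DMSO only wells and 100% = 100 µM nifuroxazide control wells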
APP transl inh: inhibitors of APP translation via 5'UTR reporter, primary screen, APP 5'UTR luciferase, SH-SY5Y cells. SH-SY5Y APP 5'UTR-luciferase reporter, luminescence. inhibition, % at 2 µM. 190,000 tested, 0.82% active. AID 1285, 2008;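 active = inhibition above a set limit, derived from the sample mean plus 3 SD, cut at about 45% in these data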; also: values of inactives mirror those of a sister screen read the other way
The depositor's hits bear a star; x = not tested or not shown.

SMILES	RAM inhibit	APP 5'UTR act	Hsp70 activator	NF-kB expr up	STAT1 inh	STAT1 act	STAT3 activator	FLuc inhib CS	STAT3 blocker	APP transl inh
Cc1c(-c2ccccc2)[n+](=O)c2c(n1[O-])CCC2	1.0	-6	0.1	1.2	3	97	103	2	0	6
C=CCN(Cc1cc(OC)ccc1OC)S(=O)(=O)N(C)C	1.1	-13	-0.1	1.2	3	97	97	-2	4	13
COc1ccc(S(=O)(=O)n2nc(OC(=O)c3ccccc3Br)cc2N)cc1	5.6	-7	-0.1	1.2	-1	101	110	-8	-7	7
Clc1ccc2[nH]c3c(NCCN4CCOCC4)ncnc3c2c1	0.4	16	-0.3	0.67	5	96	99	-4	8	-16
CCOC(=O)C1=NOC(Cn2cc(C#N)c(=O)n(C)c2=O)C1 (stereo not drawn)	3.5	19	0.1	1.6	-3	104	94	-5	8	-19
O/N=C(\c1ccc2c(c1)OCCO2)C1CCCCC1	0.2	25	0.0	0.87	3	97	92	-10	12	-25
Cc1ccc(-c2nc(CSCC(=O)N3CCN(c4ccccn4)CC3)c(C)o2)cc1	0.6	-12	-0.3	0.57	6	94	72	-4	39	12
O=C(CN1CCOCC1)Nc1ccccc1	0.0	3	-0.6	1.2	-3	101	99	-2	2	-3
COc1cccc(C(=O)Nc2c(C)nn(-c3ccccc3)c2C)c1	0.4	-3	-0.1	1.1	-5	102	95	-6	10	3
O=C(O)C1CCCCC1C(=O)Nc1cccc(C(=O)N2CCCCC2)c1 (stereo not drawn)	2.3	-6	-0.1	1.1	1	99	91	-3	14	6
Cc1ccnc(NC(=O)COC(=O)C2COc3ccccc3O2)n1 (stereo not drawn)	1.1	25	-0.1	1.1	-3	103	102	-8	4	-25
C=C1N(c2ccccc2)C(=O)OC1(C)C	0.2	-14	-0.5	1.4	-3	103	94	-6	6	14
COc1ccccc1CNC(=O)CCS(=O)(=O)c1ccc2c(c1)CCCN2C(C)=O	0.4	-9	-0.3	1	4	96	100	-4	6	9
Cc1sc(NC(=O)c2ccco2)c(C(c2cccnc2)N2CCN(C)CC2)c1C (stereo not drawn)	0.1	17	0.1	1.2	-5	104	100	-5	3	-17
CSc1cccc(NC(=S)N2CCC(N(C)C(C)C)CC2)c1	0.8	25	0.0	1.1	3	96	91	-7	16	-25
COc1ccc(OC)c(NS(=O)(=O)c2ccc(NC(C)=O)cc2)c1	0.6	16	-0.2	0.98	0	103	101	-4	0	-16
CCC1Oc2ccccc2N(CC(=O)Nc2ccc3c(c2)OCCO3)C1=O (stereo not drawn)	4.5	19	-0.3	1.7	-3	103	110	-7	-12	-19
CC(C)OC(=O)c1cc(C(=O)c2cc(Br)ccc2O)coc1=N	1.6	1	0.2	0.99	-4	101	107	-1	1	-1
O=C(NC1CC2CCCC(C1)N2C(=O)Nc1ccc(Cl)c(C(F)(F)F)c1)C1CC1 (stereo not drawn)	2.2	-5	-0.1	1.5	8	93	90	-10	16	5
COc1ccccc1NC(=O)C(C)NS(=O)(=O)c1ccc(Cl)cc1 (stereo not drawn)	-1.1	-5	-0.4	1.1	7	93	103	-6	1	5
O=C(CSC1=Nc2ccccc2C2=NC(Cc3c[nH]c4ccccc34)C(=O)N12)NC1CCCCC1 (stereo not drawn)	4.5	4	-0.2	0.55	-2	102	118	-5	-26	-4
CC(=O)Nc1ccc(NC(=S)NC(=O)c2ccc([N+](=O)[O-])c(C)c2)cc1	0.7	-13	-0.3	0.92	5	95	97	5	6	13
O=c1c2ccccc2nc(SCc2cc([N+](=O)[O-])cc3c2OCOC3)n1-c1ccccc1	2.1	1	-0.2	1.1	1	99	91	-5	14	-1
Cc1ccc(N/C(N)=N/c2nc(CSc3ccccn3)cc(=O)[nH]2)c(C)c1	-0.6	-19	0.1	0.85	11	88	91	-7	17	19
O=C1CC(c2ccccc2)C(=O)N1c1cccc(O)c1 (stereo not drawn)	2.0	-3	-0.1	1.3	-1	103	102	-2	1	3
Cc1nc(-c2ccccc2)sc1-c1nc(-c2cccnc2)ncc1S(=O)(=O)c1ccccc1	2.2	11	-0.1	0.66	9	92	116	-5	-11	-11
S=c1[nH]nc(-c2ccncc2)n1/N=C/C(Cl)=C\c1ccccc1	0.9	20	-0.1	2.3	15	85	109	-8	-4	-20
CC1CN(c2ccc([N+](=O)[O-])cc2C#N)CC(C)O1 (stereo not drawn)	1.7	5	0.1	0.92	3	97	94	-4	9	-5
O=C(NCC1CCCO1)C(=Cc1cccc([N+](=O)[O-])c1)C(=O)NCC1CCCO1 (stereo not drawn)	0.8	6	0.0	1	19	84	106	0	-7	-6
CCOc1ccc(C=O)cc1CN1CCCCC1	0.9	-8	-0.2	1.2	-1	101	105	-5	-5	8
Cc1ccc(CSCC(N)C(=O)O)cc1 (stereo not drawn)	1.0	1	-0.3	1.2	8	93	92	-6	12	-1
CC1CCN(C(=O)c2ccc(N(C)S(C)(=O)=O)cc2)CC1	0.4	-2	0.0	1.1	-3	103	97	-4	7	2
COC(=O)c1ccc(NC(=O)CCN2C(=O)CSC2=O)cc1	-0.1	-7	-0.2	1.3	-13	110	97	-5	8	8
CON/C=C(\C=Nc1ccc(C(F)(F)F)cc1)c1ncc(C(F)(F)F)cc1Cl	13*	-6	0.6	1.4	1	99	109	-10	-5	6
O=C(c1ccccc1)N1CCN(c2ccc([N+](=O)[O-])c(NCC3CCCO3)c2)CC1 (stereo not drawn)	0.2	7	-0.1	1.2	4	94	95	-3	8	-7
O=C(NC1CCCCC1)C(c1ccccn1)N(C(=O)Cc1cccs1)c1ccc(Cl)cc1 (stereo not drawn)	1.9	-12	-0.4	0.71	5	95	113	-5	-6	12
COc1ccc(CC(=O)NNC(=O)Cc2ccc(OC)cc2)cc1	3.4	9	-0.2	1.3	-3	103	99	0	1	-9
CC(c1ccco1)N(Cc1ccco1)C(=O)Nc1ccccc1 (stereo not drawn)	0.0	1	-0.3	1.1	-4	110	99	-4	2	-1
COC(=O)c1ccc(Cn2nc(C)c([N+](=O)[O-])c2C)o1	3.2	-8	-0.5	1.1	9	90	97	1	6	8
COc1cccc(NC(=O)CSc2nc3ccccc3n2C)c1	2.7	2	0.1	0.98	-6	104	88	3	18	-2
N#Cc1c(Nc2ccccc2)sc(C(=O)c2ccc(F)cc2)c1N	11*	-3	-0.4	0.84	2	98	117	-1	-17	3
COc1cc(/C=N/NC(=O)CCN2CCN(C(c3ccccc3)c3ccccc3)CC2)ccc1O	0.5	-1	-0.2	0.9	0	100	103	-2	-8	1
CCOC(=O)/C(C)=N/NC(=O)c1ccc([N+](=O)[O-])cc1	1.1	-1	-0.1	1.4	1	97	98	0	5	1
CCCCNC(=O)CCc1c(C)nc2nc(-c3cc(OC)cc(OC)c3)nn2c1C	0.7	23	-0.1	0.98	5	95	106	-2	-4	-23
CCOC(=O)CNC(=O)CCNS(=O)(=O)c1ccc2c(c1)c(=O)n(C)c(=O)n2C	2.0	-14	0.2	1.4	-3	102	105	-5	0	14
C=C1N(c2cccc(Cl)c2)C(=O)OC1(C)C	-0.4	-6	-0.3	1.2	3	96	107	0	-3	6
O=C(N/N=C/c1c[nH]c2ccccc12)c1cccc([N+](=O)[O-])c1	0.8	8	-0.2	1.1	11	90	126	-4	-30	-8
COc1ccc(NC(=O)C2=C(C)NC(=O)NC2c2cccc(OC)c2OC)c(OC)c1 (stereo not drawn)	0.6	-13	0.2	1.5	1	99	101	0	6	13

Three entries out of the list, ordered by SMILES length, lowest first.
SMILES	RAM inhibit	APP 5'UTR act	Hsp70 activator	NF-kB expr up	STAT1 inh	STAT1 act	STAT3 activator	FLuc inhib CS	STAT3 blocker	APP transl inh
CC(c1ccco1)N(Cc1ccco1)C(=O)Nc1ccccc1 (stereo not drawn)	0.0	1	-0.3	1.1	-4	110	99	-4	2	-1
COC(=O)c1ccc(Cn2nc(C)c([N+](=O)[O-])c2C)o1	3.2	-8	-0.5	1.1	9	90	97	1	6	8
CCCCNC(=O)CCc1c(C)nc2nc(-c3cc(OC)cc(OC)c3)nn2c1C	0.7	23	-0.1	0.98	5	95	106	-2	-4	-23

New compounds follow
SMILES	RAM inhibit	APP 5'UTR act	Hsp70 activator	NF-kB expr up	STAT1 inh	STAT1 act	STAT3 activator	FLuc inhib CS	STAT3 blocker	APP transl inh
CCOC(=O)c1cc([N+](=O)[O-])c([N+](=O)[O-])cc1NC(C)=O	-0.3	-9	-0.3	0.19	10	92	100	-1	-2	9
O=[N+]([O-])c1nn(-c2ccc(Cl)cc2)n(O)c1=NCc1cccnc1	1.2	10	-0.3	1.6	-17	115	93	1	6	-10
O=C(Nc1ccncc1)C1CC1c1ccccc1 (stereo not drawn)	1.0	13	-0.1	0.8	10	90	75	-10	32	-13
Cc1ccc(/C(=N/Nc2nc3ccccc3s2)C2=C(O)c3ccccc3C2=O)cc1	7.7	-5	-0.1	1.4	2	98	107	-2	0	5
O=C(Nc1cccc(F)c1)C1CCN(C(=O)c2ccccc2Cl)CC1	2.7	-7	-0.1	1.1	3	100	101	-3	-1	6
CC(=O)c1c(C)[nH]c(C(=O)OCC(=O)Nc2cc(C(F)(F)F)ccc2N2CCOCC2)c1C	0.1	7	0.5	0.59	6	94	102	-9	2	-7
Cc1cc(C)nc(NC(=O)CSc2nc3ccccc3o2)n1	2.5	42	0.2	2.1	-18	116	103	-6	4	-42
O=C(c1cn(-c2ccccc2)nc1-c1cccnc1)N1CCCCC1	2.3	-2	-0.2	0.86	-1	101	99	-6	9	2
CNC(=O)c1sc(-c2cccs2)nc1C	0.7	-16	-0.2	1.5	-4	104	100	-4	4	16
COc1ccc(NC(=O)NCCC2=CCCCC2)cc1	2.4	53	0.3	2.9	-31	129*	106	5	-3	-53
CCOc1ccc(N(CC(=O)NC2CCCC(C)C2C)S(=O)(=O)c2c(C)noc2C)cc1 (stereo not drawn)	2.1	27	-0.3	1.4	-1	101	108	-6	-10	-27
COc1ccc(C(=O)Nc2oc(-c3ccccc3)c(-c3ccccc3)c2C#N)cc1	5.3	8	-0.1	1	11	90	96	-6	9	-8
CC(C)CNC(=O)COC(=O)c1cc(Cl)cc(Cl)c1N	2.9	4	-0.1	1	3	97	91	0	9	-4
O=C(COc1ccc(Cl)cc1)NCc1nnc(SCC(=O)c2ccccc2)o1	6.3	-13	-0.2	1.3	6	95	99	-1	7	13
O=C(CCNc1n[nH]c(=O)[nH]c1=O)N1CCCCC1	1.9	8	-0.1	1	1	99	102	-7	7	-8
COc1cc(/C=C/C(=O)OCC(=O)Nc2sc3c(c2C#N)CCC(C)C3)ccc1OCC#N (stereo not drawn)	2.3	16	-0.1	x	-1	101	110	-8	-4	-16
Cc1nn(C)c(C)c1CN(C)C(=O)c1cc2nc(-c3ccco3)cc(C(F)(F)F)n2n1	1.1	1	0.1	1	1	99	91	-9	12	-1

Compounds were not picked by outcome; about 7.7% have a hit in one of these screens.
